GC-B act: GC-B (human) receptor activation | HEK293-GC-B cells, CNP EC30, cGMP TR-FRET; 0% at EC30 CNP, 100% saturating CNP | 370,000 tested, 0.11% active | activation, % at 10 µM | P20594;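 active = activation at 10 µM reaching about 35% in either raw or pattern-adjusted values, limit read from the data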
hgDAF-12 ag: activates the H. glycines DAF-12 receptor ligand-binding domain | HEK293 GAL4-hgDAF12 UAS-luciferase reporter, agonist luminescence; normalized to butyrate control | activation, % at 6.8 µM | 370,000 tested, 1.8% active;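 active = activation above a cutoff set at the mean of all screened compounds plus 3 SD, cut at about 10% in these data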;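 also: 0% = DMSO wells and 100% = sodium butyrate wells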
sPLA2-III inh: Blocks human group III sPLA2 activity. AID 743126. QFRET BODIPY PC-A2 liposome hydrolysis, fluorescence. 370,000 tested, 0.56% active. inhibition, % at 12.2 µM;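 active = inhibition above mean plus 3 SD of compounds lying within the high and low control bounds, cut at about 19% in these data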;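 also: 0% = median of test compound wells and 100% = no enzyme DMSO wells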
Target sequence (Q9NZ20 whole entry, looked up): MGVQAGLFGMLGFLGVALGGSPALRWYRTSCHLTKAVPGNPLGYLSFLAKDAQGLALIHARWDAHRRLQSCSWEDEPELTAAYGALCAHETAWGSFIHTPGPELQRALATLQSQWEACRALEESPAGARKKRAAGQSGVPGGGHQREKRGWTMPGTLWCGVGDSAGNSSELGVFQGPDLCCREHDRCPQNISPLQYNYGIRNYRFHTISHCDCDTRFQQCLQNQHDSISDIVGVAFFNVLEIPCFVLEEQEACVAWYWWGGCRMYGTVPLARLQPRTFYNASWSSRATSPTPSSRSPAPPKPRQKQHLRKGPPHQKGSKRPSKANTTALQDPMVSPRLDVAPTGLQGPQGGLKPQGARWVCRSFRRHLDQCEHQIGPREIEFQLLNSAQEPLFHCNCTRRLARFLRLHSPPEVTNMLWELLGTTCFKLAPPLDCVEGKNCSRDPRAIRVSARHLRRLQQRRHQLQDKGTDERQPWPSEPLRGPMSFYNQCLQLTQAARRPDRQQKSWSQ
SMARCA2 act: activators of SMARCA2 function | MG213 cells, MMTV-luciferase reporter, dexamethasone, overnight | activation, % at 9.1 µM | 370,000 tested, 1% active; in the data active = activation above about 7.8%;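 also: 0% = vehicle wells and 100% = reference activator wells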
hcDAF-12 act: activators of H. contortus DAF-12 nuclear receptor; HEK293 hcDAF-12 lit1-tk-luc reporter, luminescence; 0% DMSO, 100% Δ7-dafachronic acid; activation, % at 6.8 µM; 370,000 tested, 1.4% active; AID 652067;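 active = activation above the mean of all tested compounds plus 3 SD, cut at about 5.5% in these data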;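 also: 100% = response to 3 µM Δ7-dafachronic acid high control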
GC-A act: GC-A (human) enzyme activation. P16066. HEK293 GC-A cells, cGMP TR-FRET, EC30 ANP; 0% at EC30 ANP, 100% saturating ANP. activation, % at 10 µM. 370,000 tested, 0.14% active. AID 1671463; in the data active = activation above about 40%
ssDAF12 agonist: activates DAF-12 receptor from parasite S. stercoralis | HEK293 ssDAF-12/GRIP1 lit1-tk-luc reporter, luminescence; % of 3 µM dafachronic acid response | activation, % at 6.8 µM | 370,000 tested, 1% active | AID 652126;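 active = activation above the mean over all tested compounds plus 3 SD, cut at about 0.9% in these data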;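 also: 0% = DMSO-only wells and 100% = 3 µM delta7-dafachronic acid wells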
DAX1 inh-1: inhibitors of human orphan nuclear receptor DAX1 (NR0B1) | P51843 | HEK293 Gal4-DAX1 luciferase reporter, luminescence | inhibition, % at 6.75 µM | AID 504766 | 340,000 tested, 0.99% active;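 active = inhibition above the mean over all tested compounds plus 3 SD, cut at about 4.2% in these data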;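 also: 0% = DAX1-transfected cells with DMSO and 100% = empty-vector control cells with DMSO; inhibition shows as a rise in luminescence from relieved DAX1 repression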
GAA850 FXN act: activators of GAA850 frataxin (FXN) promoter; HEK293 lucGAA850 FXN promoter luciferase reporter, 24 h; percent of 10 µM SAHA response; activation, % at 6 µM; 360,000 tested, 0.56% active;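 active = activation above the average of all compounds screened plus 3 SD, cutoff fixed separately per campaign, cut at about 7.5% in these data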;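 also: 0% = DMSO wells and 100% = 10 µM SAHA wells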
DAX1 inh-2: inhibitors of DAX1 repression of SF-1 activated StAR promoter. 370,000 tested, 1.1% active. AID 652010. HEK293T StAR-luciferase reporter, SF-1/DAX-1 repression relief. inhibition, % at 6.8 µM;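 active = inhibition above the mean over all tested compounds plus 3 SD, cut at about 3.6% in these data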;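 also: 0% = DAX-1 cells with DMSO and 100% = cells lacking DAX-1 with DMSO; higher inhibition means more luminescence from relief of DAX-1 repression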
ADAM10 inh: inhibitors of human ADAM10; O14672; recombinant ADAM10, EDANS/DABCYL FRET peptide cleavage, 3 h; inhibition, % at 7 µM; 370,000 tested, 0.62% active; AID 720582;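 active = inhibition above a per-campaign cutoff equal to the mean of compounds falling between control-based bounds plus 3 SD, cut at about 20% in these data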;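 also: 0% = DMSO wells while the 100% control is not disclosed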
Target sequence (O14672 214-748 limits assumed): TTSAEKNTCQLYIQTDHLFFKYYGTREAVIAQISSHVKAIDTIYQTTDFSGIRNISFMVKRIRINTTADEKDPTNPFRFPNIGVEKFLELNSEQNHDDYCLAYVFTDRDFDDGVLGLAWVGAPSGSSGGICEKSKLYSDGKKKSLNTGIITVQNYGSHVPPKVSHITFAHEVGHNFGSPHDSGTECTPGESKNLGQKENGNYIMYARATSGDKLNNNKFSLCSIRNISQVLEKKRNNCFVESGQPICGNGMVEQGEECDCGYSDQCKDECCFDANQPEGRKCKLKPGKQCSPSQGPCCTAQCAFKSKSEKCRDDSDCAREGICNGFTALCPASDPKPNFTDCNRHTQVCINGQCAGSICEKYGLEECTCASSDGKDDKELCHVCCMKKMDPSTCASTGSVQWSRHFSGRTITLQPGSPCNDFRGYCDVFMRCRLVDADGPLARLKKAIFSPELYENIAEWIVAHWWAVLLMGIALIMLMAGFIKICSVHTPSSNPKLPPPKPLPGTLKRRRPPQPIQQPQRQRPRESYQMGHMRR
An asterisk follows results filed as active; i = inactive; x = not tested or not shown.

No.	Structure	GC-B act	hgDAF-12 ag	sPLA2-III inh	SMARCA2 act	hcDAF-12 act	GC-A act	ssDAF12 agonist	DAX1 inh-1	GAA850 FXN act	DAX1 inh-2	ADAM10 inh
1	O=C(COC(=O)c1ccc(Cl)nc1)Nc1cccnc1Cl	-3	0.7	15	0	-1.6	0	-1.6	-0.2	2.6	-1.6	-8
2	CCN(CC)S(=O)(=O)c1ccc(NC(=O)Cc2cccs2)cc1	1	0.9	-5	4	-1.0	-2	-1.4	-0.6	0.8	0.1	5
3	CN1OC[C@@H]2CN(S(=O)(=O)c3ccccc3)[C@H](c3ccc(-n4ccnc4)cc3)C[C@@H]21	0	-0.9	0	2	0.4	-1	-0.6	x	x	-0.9	-3
4	CC(C)NC(=S)N1CCN(C(c2ccccc2)c2ccccc2)CC1	-5	-3.6	4	0	-0.4	-11	-0.3	0.8	1.0	-0.1	0
5	CNc1snc(C)c1C(=O)OCC(=O)c1ccc(OC)c(F)c1	0	-0.4	-2	0	-0.2	-2	-0.8	-1.4	-0.1	-3.8	-2
6	Cc1ccc(C)c(N2CCN(C(=O)CCc3nc(-c4ccc(F)cc4)no3)CC2)c1	-4	0.5	2	2	-2.2	1	-0.7	-0.1	0.1	0.3	3
7	CCOC(=O)Cc1csc(NC(=O)C(C)Oc2ccc3c(C)cc(=O)oc3c2)n1 (stereo not given)	-5	-0.9	-8	0	-2.5	-2	-2.1	0.2	-0.7	-1.7	-59
8	CN(C)S(=O)(=O)c1ccc(C(=O)NCC(C)(C)N2CCOCC2)cc1	4	-0.8	11	-5	-1.5	2	-0.8	1.1	1.5	0.8	-5
9	O=C(CCc1ccccc1)Nc1nncs1	5	0.8	0	-3	-1.4	0	-1.5	0.7	-2.5	0.8	-4
10	Cc1cccc(Cl)c1OCCCN1CCOCC1	0	-1.6	0	-1	-1.4	1	-0.9	0.6	1.3	-0.1	-6
11	C=CCn1c(-c2csc3ccccc23)n[nH]c1=S	-4	-0.1	14	0	-1.1	2	-2.1	0.8	-0.9	-1.4	1
12	CCOC(=O)c1cnc2sc3c(n2c1=O)CCCC3	4	-3.5	-6	-1	-2.0	1	-1.5	-0.3	-0.2	-2.0	i
13	CC1(C)Cc2ccccc2C(N/N=C/c2cccc(F)c2)=N1	1	0.6	2	-1	-1.0	-3	-1.1	-0.2	1.0	-1.3	-3
14	CCCn1c(=O)c(C(=O)NNS(=O)(=O)c2ccc(C)cc2)c(O)c2ccccc21	0	1.4	-4	-1	0.6	1	-1.1	0.1	1.9	0.6	-4
15	CCCN(CC(=O)Nc1ccccc1C)C(=O)c1sc2ccccc2c1Cl	2	1.4	-8	-2	-0.2	1	0.1	-0.2	1.5	-0.4	3
16	O=C(NCc1ccc(F)cc1)c1c2c(nc3ccccc13)CCN(Cc1ccccc1)C2	1	-1.8	-3	0	3.8	0	-1.0	4.8*	0.5	0.0	-8
17	COc1ccc(C(=O)CSc2nnc(C(CO)NC(=O)c3ccc(OC)cc3)n2C)cc1 (stereo not given)	1	-0.3	-7	2	-1.6	-1	-1.1	0.5	0.3	0.2	6
18	S=C(CN1CCCC1=S)N1CCOCC1	1	2.5	0	-1	-1.6	1	-0.9	0.4	0.6	0.4	2
19	NC(=O)c1c(N)[nH]c(C(=O)c2ccccc2)c1-c1ccccn1	6	-0.3	-1	x	-1.0	0	-0.7	x	x	x	-4
20	O=C(COC(=O)CNC(=O)c1cccc([N+](=O)[O-])c1)Nc1nc2ccccc2s1	-5	0.9	-2	-1	-0.2	0	0.1	-0.5	0.6	-0.3	9
21	Cc1ccc(NC2CCCN(C(=O)c3ccc4nccnc4c3)C2)cc1C (stereo not given)	-5	2.0	-6	-3	0.6	-4	-0.8	1.1	-1.0	0.2	4
22	COc1ccc(Cl)cc1NC(=S)N1CC(C)OC(C)C1 (stereo not given)	1	-0.2	6	-1	0.6	-1	-0.3	1.1	0.3	-1.5	2
23	CCc1ccc(NC(=O)C2CCCN(S(=O)(=O)c3cccnc3)C2)cc1 (stereo not given)	7	-0.7	7	-5	-3.5	4	-1.1	-0.6	-1.0	-1.0	1
24	CCC1COCCS(=O)(=O)N1Cc1ccc(Cl)cc1 (stereo not given)	0	-0.1	3	1	0.8	-4	-0.5	-0.1	1.3	0.2	4
25	COc1ccc(N(Cc2ccccc2)S(=O)(=O)c2cccc(C(=O)Nc3ccccn3)c2)cc1	-4	-3.5	2	-3	-1.8	-7	-1.8	-1.6	-1.3	-4.3	1
26	Cc1ccc(CN2CCN(CCCn3cnc4c(OCc5ccccc5)ncnc43)CC2)cc1	-10	-2.6	-15	-3	-4.0	-1	-1.9	-3.3	-2.9	-5.5	0
27	Cc1onc(C(=O)N2CCN(C(c3ccc(F)cc3)c3ccc(F)cc3)CC2)c1[N+](=O)[O-]	-4	-7.0	-41	x	-0.1	-3	-1.8	x	x	x	10
28	CN(CC(=O)Nc1ccc(Cl)c(Cl)c1)C(=O)CN1C(=O)NC2(CCCC2)C1=O	0	3.1	4	0	-1.5	0	-1.0	-0.6	1.2	0.4	2
29	O=C(NCc1ccc(CNC(=O)c2ccco2)cc1)c1ccco1	-3	3.4	10	0	0.1	4	-1.0	0.9	2.0	0.0	2
30	C=CC[C@@H](CC(=O)NCCO)C(=O)N[C@H](COC(=O)[C@H](CC=C)CC(=O)OC(C)(C)C)Cc1c[nH]c2ccccc12	1	2.2	-65	-1	-0.7	2	-1.0	-0.1	-3.6	-1.8	-8
31	C=CCOc1cccc(C(=O)N(C)C2CCCN(Cc3ccccc3F)C2)c1 (stereo not given)	-10	0.0	0	-3	-1.3	3	-1.5	-2.4	0.8	-0.6	-5
32	COC(=O)CSc1nnc(COc2ccc3ccccc3c2)o1	0	1.5	-8	-3	0.1	32	0.1	0.7	2.1	-0.3	5
33	O=C1c2ccccc2-c2nc3ccccc3nc21	-2	7.3	6	2	4.0	4	-0.2	1.8	6.3	2.3	1
34	O=C(NC(=S)N1CCN(c2ccc(Cl)cc2[N+](=O)[O-])CC1)c1ccco1	-2	-1.4	11	-1	0.1	-4	-1.0	-0.1	1.5	-0.3	0
35	Cc1c(C(=O)C(=O)NCCCn2ccnc2)c2ccccc2n1C	3	-0.9	6	-1	-1.3	-2	-1.6	0.5	-0.6	-1.0	1
36	COc1ccc(OC)c(N(C(=O)c2ccco2)C(C(=O)NC2CCCC2)c2ccc(N3CCOCC3)cc2)c1 (stereo not given)	-3	-1.2	-4	-2	-0.2	-8	-0.7	-0.5	-0.9	0.4	-8
37	O=[N+]([O-])c1ccc2c(c1)C(N1CCOCC1)/C(=C/COc1ccc(F)cc1)O2 (stereo not given)	-2	-0.9	-12	0	-1.0	16	-1.3	-0.7	1.6	-0.6	7
38	Cc1ccc(C(=O)c2c3ccc([N+](=O)[O-])cc3[n+]([O-])n2CCCN)cc1	-4	-5.0	9	5	-1.1	-5	-1.0	-0.1	0.4	-0.9	-13
39	O=C(Nc1ccc(Cl)c(C(F)(F)F)c1)C1Cc2c(-c3ccc4c(c3)OCO4)ccnc2O1 (stereo not given)	5	2.4	-21	-1	-1.7	2	-0.9	x	-0.9	0.0	0
40	CS(=O)(=O)N1CCCCC1c1cc(C(=O)Nc2ccc3c(c2)OCO3)no1 (stereo not given)	1	1.3	6	0	2.2	-1	-1.5	x	1.4	2.3	-9
41	O=C(C1CCN(CCc2ccccc2)CC1)N1CCOCC1	0	-0.8	16	-4	1.7	-2	-1.1	3.0	-1.3	-0.6	-4
42	Cc1cccc(NC(=S)NCc2ccc3[nH]c4c(c3c2)CCCC4)c1	10	1.1	-10	-3	1.6	7	-0.7	-1.4	-0.2	-2.5	-20
43	O=C(Nc1nccs1)[C@@H]1CCCN1C(=O)c1cccs1	-1	-1.1	-3	-1	-0.2	1	-1.9	-0.5	1.2	-0.6	3
44	COc1ccc(OCC(=O)NNC(=O)c2cccc(C)c2)cc1	0	1.5	-7	3	-0.3	3	-0.9	-0.1	1.2	0.7	2
45	N/C(=N\OS(=O)(=O)c1ccccc1)c1cccnc1	1	2.1	2	0	2.1	4	-0.4	0.7	-1.5	0.1	8
46	CCc1ccccc1NC(=O)CSc1nc2n[nH]c(C)c2c(=N)n1-c1cccc(OC)c1	2	-3.5	-18	-4	-2.2	11	-2.2	-0.4	-3.5	-1.5	4
47	Cc1nn(-c2ccccc2)c(N2CCCC2)c1/C=N/NC(=S)Nc1ccccc1C(F)(F)F	-1	1.5	14	-3	-2.1	-2	-1.5	0.5	0.0	-1.0	-5
48	O=C(c1ccccc1-n1cccn1)N1CCc2c([nH]c3ccccc23)C1c1ccccn1 (stereo not given)	-12	4.3	-9	0	0.1	-8	-0.2	x	1.8	0.8	3
49	CC1=C(C(=O)N(C(C)C)C(C)C)CC(CC(=O)NCCN2CCOCC2)C(=O)N1Cc1ccc(C(C)(C)C)cc1 (stereo not given)	3	1.4	-6	-2	-0.7	5	-1.2	x	x	0.5	-1
50	COc1ccc(CNS(=O)(=O)c2ccc(N3CCCC3)cc2Br)cc1	2	-1.8	-16	-4	-1.6	5	-0.9	0.2	0.8	-0.7	2
51	C=CCOc1cccc(CNCc2cccnc2)c1	4	-2.3	9	-5	-0.4	-1	-0.8	0.5	0.1	-0.5	7
52	COc1ccc(C(=O)N2CCSCC2)cc1OC1CCN(C(C)=O)CC1	2	-3.6	8	-2	-1.5	5	-0.8	0.6	3.1	-0.5	-15
53	O=C(CSc1nnc(NC(=O)c2ccc(S(=O)(=O)N3CCOCC3)cc2)s1)Nc1ccccc1C(F)(F)F	-2	1.0	-2	0	0.1	-1	-0.5	-0.9	0.5	-0.1	-1
54	O=C(Nc1ccc2c(c1)OCCO2)c1cc2sccc2n1Cc1ccc(F)cc1	-6	-6.1	-3	-3	-3.1	-1	-1.4	-1.4	-1.6	-1.2	16
55	CCN(C(=O)COC(=O)c1ccc(O)cc1)c1cccc2ccccc12	4	2.6	-35	-3	-0.2	-2	-0.4	-1.4	-1.2	-0.1	-10
56	CCn1c(COc2ccccc2C)nc2ccccc21	-10	3.8	-9	3	-1.3	-5	-0.7	0.2	4.1	-0.3	6
57	CC(C)NC(=O)N1CCCN(c2nc3ccc(Cl)cc3s2)CC1	-1	-5.1	-2	-9	-2.7	1	-2.2	-1.7	0.7	-1.4	9
58	O=C(Nn1c(-c2ccc(Br)cc2)nc2ccccc2c1=O)c1ccncc1	4	13*	-8	5	5.3	-4	0.4	-0.5	3.2	1.0	1
59	COc1ccccc1C(=O)Nc1ccnn1C1CCN(Cc2ccn[nH]2)CC1	-3	3.9	0	3	0.0	2	-0.8	1.0	-0.9	-0.9	2
